# Assay outcomes: PubChem, Southern Research Specialized Biocontainment Screening Center
# VEEV TC-83 Vero = inhibitors of VEEV TC-83 cytopathic effect, confirmation, Vero cells (AID 588727); 0.13% of 350,000 active; Vero cells, VEEV TC-83 cytopathic effect inhibition; higher % means a stronger effect; inhibition, % at 20 µM, or IC50 in µM where a hit was titrated; in the data active = a potency from the dose series; inconclusive = inhibition mostly from about 14% at the one dose, without a potency; inactive = the rest, 99 in 100 with inhibition below about 12%; also: strong numbers were not always called active
# H1N1 NS1A inhibition = NS1A inhibition, H1N1 influenza, cell based functional assay (AID 504329) | NS1A functional cell-based assay, percent inhibition; higher % means a stronger effect | one-dose inhibition, % at 12.5 µM; IC50 in µM for titrated hits | 0.3% of 340,000 active; in the data active = a potency from the dose series; inconclusive = inhibition above about 27% without an active follow-up result; also: strong numbers were not always called active
# Salmonella PhoP GFP = PhoP regulon inhibitors, Salmonella typhi PhoP promoter GFP reporter, confirmatory (AID 1850); inhibition, % at 50 µM; hits with a dose series show IC50 in µM; Salmonella Typhi PhoP-promoter GFP reporter, fluorescence, 4 h; higher % means a stronger effect; 0.33% of 310,000 active; in the data active = a potency from the dose series; inconclusive = inhibition mostly from about 25% at the one dose, without a potency; inactive = the rest, 99 in 100 with inhibition below about 19%;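 also: 0% = induced wells with vehicle and 100% = uninduced wells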
# tuberculosis growth = growth inhibition of non-replicating M. tuberculosis (AID 488890). Mycobacterium tuberculosis non-replicating, growth inhibition; higher % means a stronger effect. inhibition, % at 25 µM; hits with a dose series show IC50 in µM. 0.39% of 320,000 active; in the data active = a potency from the dose series; inconclusive = inhibition mostly from about 82% at the one dose, without a potency; inactive = the rest, 99 in 100 with inhibition below about 76%;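 also: plate controls were DMSO cells for no effect and high antibiotic wells for full effect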
# H37Rv inhibition = M. tuberculosis growth inhibition, HTS (AID 449762) | one-dose inhibition, % at 25 µM; IC50 in µM for titrated hits | M. tuberculosis H37Rv growth inhibition, 7H9 media; higher % means a stronger effect | 0.59% of 330,000 active; in the data active = a potency from the dose series; inconclusive = inhibition above about 70% without an active follow-up result;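 also: bacterial growth assessed after seven days of incubation; strong numbers were not always called active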
# VEEV TC-83 Vero 10K pilot screen = also measured in VEEV TC-83 Vero; calls as there; inhibition, %; measured here: 10K pilot screen inhibition
# The depositor's hits bear a star; i = inactive; u = inconclusive; x = not tested or not shown. The order is random; any-hit rate near 1.5%.
SMILES,VEEV TC-83 Vero,H1N1 NS1A inhibition,Salmonella PhoP GFP,tuberculosis growth,H37Rv inhibition,others
Cc1ccnc(NC(=O)CCC(=O)N(CC(=O)NC2CCCCC2)Cc2cccs2)c1,6.9%,4%,4%,-20%,4%,
CCOc1ccc(CCNC(=O)C(C)n2nc(C)n3c(cc4occc43)c2=O)cc1OCC (configuration not stated),i,-7%,-3%,-1%,-3%,
COC(=O)c1[nH]c2ccc(F)cc2c1NC(=O)CCN1CCN(Cc2ccc3c(c2)OCO3)CC1,0.7%,5%,-3%,x,x,
Cc1ccc2c(CN3CC(C)CC(C)C3)cc(=O)oc2c1C (configuration not stated),2.2%,2%,-6%,8%,8%,
Cc1ccc(Nc2cccc(C(F)(F)F)c2)nn1,2.5%,-20%,8%,2%,4%,
Nc1nc(N)c(Cc2ccc(Cl)cc2Cl)c(N)n1,i,-5%,95µM*,6%,-5%,
O=C(COc1ccc(Cl)cc1)NNC(=O)C(=O)N1CCCCC1,i,-7%,-3%,x,x,
CC1CC(C)CN(C(=O)CSc2nc3ccsc3c(=O)n2Cc2ccccn2)C1 (configuration not stated),3.0%,3%,1%,32%,-4%,
CN(C)c1ccc(/C=N/Nc2cc(N3CCOCC3)nc(N3CCOCC3)n2)cc1,3.2%,13%,2%,12%,8%,
O=c1[nH]n(-c2ccc(Cl)cc2)c(=O)c(Cl)c1Cl,1.1%,-7%,6%,6%,63%,
CSc1ccc(S(=O)(=O)N2CCC(C(=O)Nc3ccccc3C(F)(F)F)CC2)cc1,5.0%,-8%,1%,4%,9%,
Cc1nnc(SC(C(=O)c2ccccc2)c2ccccc2)[nH]c1=O (configuration not stated),0.5%,-14%,-1%,8%,-11%,
CC(C)c1ccc(O)c(NC(=S)NC(=O)c2cccnc2)c1,5.3%,-13%,3%,u,u,
O=C1c2ccccc2C(=O)N1CCCCSc1nc2ccccc2o1,4.5%,-5%,10%,u,6%,
Cc1c(NC(=O)Nc2cccc(F)c2)c(=O)n(-c2ccccc2)n1C,0.1%,-7%,-12%,-3%,-8%,
CCCNC(=O)NCCc1c(C)[nH]c2ccccc12,i,-20%,-6%,x,-2%,
CC(C)C(=O)N[C@@H]1c2ccccc2CC[C@@H]1O,0.3%,-3%,x,x,x,
Cc1ccc(C)c(N2CCN(C(=O)CCc3nc(-c4cccc(F)c4)no3)CC2)c1,0.8%,0%,x,x,x,
Cc1cc(C)n(C2CCCCC2OC(=O)c2ccccc2)n1 (configuration not stated),i,-24%,-11%,-8%,-1%,
O=C(c1cccc(S(=O)(=O)Nc2ccccc2Cl)c1)N1CCCCCC1,0.1%,-14%,4%,11%,-1%,
Cc1cccc(NC(=O)NCc2ccc3[nH]c(C)cc3c2)c1,0.3%,-5%,x,8%,-7%,
COc1ccc(-c2noc(N3CCC(C(=O)NCc4ccccc4Cl)CC3)n2)cc1,1.2%,-6%,-4%,-12%,1%,VEEV TC-83 Vero 10K pilot screen=2.0
COC(=O)CC1=NN(c2ccc(OC)cc2)C(=O)C1,0.3%,4%,9%,16%,-1%,
C=CCN(c1ccccc1OC)S(=O)(=O)c1cccc(C(=O)OC2CCOC2=O)c1 (configuration not stated),3.8%,1%,x,4%,3%,
C=CCOc1ccc(C2NC(=O)NC(C)=C2C(=O)OC)cc1 (configuration not stated),0.6%,8%,6%,-12%,-4%,
SMILES,VEEV TC-83 Vero,H1N1 NS1A inhibition,Salmonella PhoP GFP,tuberculosis growth,H37Rv inhibition,others
O=C1/C(=C/c2ccco2)Oc2c1ccc(O)c2CN1CCCCC1,0.1%,9%,-5%,-6%,0%,
Cc1cc(C)cc(-c2nnc(SCC(=O)N3CCN(C(=O)c4ccco4)CC3)o2)c1,4.0%,-1%,1%,u,u,
CSc1nc2ccccc2c(=O)n1C1CCOC(C)(C)C1 (configuration not stated),0.3%,-5%,5%,9%,-1%,
Cc1c(-n2cc(C(=O)c3cc(Br)ccc3O)cc(C#N)c2=O)c(=O)n(-c2ccccc2)n1C,6.2%,0%,-3%,u,-12%,
Nc1nc(-c2ccco2)nn1C(=O)CCc1ccccc1,0.6%,-3%,6%,-12%,6%,
CCOC(=O)c1[nH]c(C)c(/C(O)=C2\C(=O)C(=O)N(CCCN3CCOCC3)C2c2cccnc2)c1C (configuration not stated),i,9%,x,x,x,
O=C(NCCSCc1ccco1)Nc1ccc(Cl)cc1,0.3%,-1%,16%,79%,6%,
O=C(COC(=O)CSCc1ccccc1)NCc1ccccc1,2.1%,-4%,0%,8%,u,VEEV TC-83 Vero 10K pilot screen=1.3
COC(=O)C1C2CCCCC1C(=O)O2 (configuration not stated),2.5%,-8%,x,x,x,
CC1(C)OC(c2ccccc2)=C/C(=C/C=C2C(=O)NC(=S)NC2=O)O1,x,x,-248%,3%,-6%,
N#Cc1ccc(OCC(=O)NN2Cc3ccccc3C2=N)cc1,0.6%,-18%,-16%,-12%,-3%,
CCCCCCSc1cccc(-c2nc3cc(C)ccn3c2NC2CCCCC2)c1,i,7%,-7%,41%,u,
Cc1ccsc1C(=O)Nc1cccc(-n2cnnn2)c1,2.7%,-12%,-3%,10%,-1%,
CC1(C)C(=O)CC[C@@]2(C)[C@H]1CC[C@@]1(C)CC3=C(CC[C@@H]12)[C@@]1(C)CCC(=O)C(C)(C)[C@@H]1CC3,x,x,10%,70%,3%,
CC(C)C(c1nnnn1C(C)(C)C)N1CCN(c2cccc(Cl)c2)CC1 (configuration not stated),1.4%,-1%,-11%,21%,3%,
CCC(C)NC(=O)c1ccccc1NC(=O)c1ccc(CSc2ccccc2)cc1 (configuration not stated),1.4%,-14%,-7%,-4%,8%,
COc1cccc(NC2c3ccccc3C(=O)N2Cc2ccco2)c1 (configuration not stated),1.5%,6%,-8%,46%,5%,
c1ccc(Sc2ncnc3ccccc23)cc1,4.6%,x,5%,19%,2%,
COC(=O)c1ccccc1NC(=O)C1CCCN(S(=O)(=O)c2ccc(F)cc2)C1 (configuration not stated),8.6%,-2%,4%,1%,7%,
CCOC(=O)NC(=S)Nc1ccc(C(C)(C)C)cc1Br,1.2%,-2%,4%,3%,-9%,
c1ccc(-c2cn3nc(-c4ccccc4)sc3n2)cc1,2.5%,1%,2%,-5%,-1%,
CC(=C1C(=O)c2ccccc2C1=O)N1CCC(C(N)=O)(N2CCCCC2)CC1,1.4%,-2%,3%,7%,6%,
CN1CCC(N(C)CC(=O)Nc2ccccc2N2CCOCC2)CC1,0.5%,5%,-8%,1%,-5%,
Cc1c2c(nc3c(C(=O)NC4CCCC4)cnn13)CCCC2,i,19%,-5%,24%,16%,
CC[n+]1c(C)n(-c2ccccc2)c2ccc(NC(C)=O)cc21,4.2%,-3%,0%,2%,-8%,
SMILES,VEEV TC-83 Vero,H1N1 NS1A inhibition,Salmonella PhoP GFP,tuberculosis growth,H37Rv inhibition,others
CCOc1ccc(S(=O)(=O)NCc2ccccc2Cl)cc1C(N)=O,1.3%,-4%,8%,3%,0%,
CC1CN(S(=O)(=O)c2ccc(NC(=O)CCN3C(=O)c4ccccc4C3=O)cc2)CC(C)O1 (configuration not stated),1.0%,-1%,-6%,-1%,-4%,
COc1cc(CC(=O)Nc2nc(-c3ccc(F)c(F)c3)cs2)cc(OC)c1OC,i,-1%,2%,25%,8%,
O=C(C[N+]12CCC(CC1)C(CO)C2)c1ccc(Br)cc1 (configuration not stated),0.7%,-12%,17%,1%,-2%,
O=C1CC2(CCCCC2)Oc2ccc(OCC(=O)N3CCOCC3)cc21,i,22%,-8%,43%,5%,
CCc1cccc2c(C(=O)CSc3nnc(-c4ccncc4)n3C)c[nH]c12,0.5%,6%,-4%,27%,7%,
COC(=O)c1sc(NC(=O)c2ccc(Cn3cc(Cl)cn3)o2)c(C#N)c1C,0.8%,12%,-13%,u,64%,
Oc1cccc(/C=N/N2CCN(c3ccccn3)CC2)c1,2.8%,0%,6%,-3%,-12%,
C=CCn1c(SCC(=O)Nc2ccccc2C)nc2sc(C)c(C)c2c1=O,3.7%,1%,-16%,-15%,-5%,
CCOC(=O)C(/C=C(\C#N)C(=O)OCC)=C(/N)N1CCN(c2ccc(OC)cc2)CC1,0.5%,11%,0%,1%,-7%,
CCOC(=O)Cn1nc(C)c(NC(=O)CCc2ccc(OC)cc2)c1C,1.0%,-11%,-1%,2%,-1%,
CC(=O)Nc1ccc(OCC(O)Cn2c(CO)nc3ccccc32)cc1 (configuration not stated),0.3%,-9%,0%,6%,6%,
O=C1CCN(Cc2ccc(Br)cc2)CCN1[C@H](CO)Cc1ccccc1,i,-6%,-2%,14%,4%,
CCNC(=O)NC(=O)C(C)On1nnc2ccc(S(=O)(=O)N(CC)CC)cc21 (configuration not stated),i,-5%,-4%,4%,-4%,
CC(NC(=S)Nc1ccc(OC(F)F)cc1OC(F)F)C(C)(C)C (configuration not stated),i,24%,10%,38%,5%,
CCOC(=O)c1sc(NC(=O)CCN2C(=O)C3CCCCC3C2=O)cc1C (configuration not stated),1.6%,-11%,x,3%,-20%,
Cc1ccc(OCC2Cn3c(nc4c3c(=O)[nH]c(=O)n4C)O2)cc1 (configuration not stated),1.0%,3%,3%,-18%,-5%,VEEV TC-83 Vero 10K pilot screen=1.7
O=C(COC(=O)C1=COCCO1)Nc1ccc(Br)cc1Br,2.6%,-12%,x,11%,u,
Nc1nc(-c2cccnc2)nn1S(=O)(=O)c1ccccc1,6.3%,15%,-4%,9%,-2%,

# In the list so far, nine have a Cl atom.
SMILES,VEEV TC-83 Vero,H1N1 NS1A inhibition,Salmonella PhoP GFP,tuberculosis growth,H37Rv inhibition,others
Nc1nc(N)c(Cc2ccc(Cl)cc2Cl)c(N)n1,i,-5%,95µM*,6%,-5%,
O=C(COc1ccc(Cl)cc1)NNC(=O)C(=O)N1CCCCC1,i,-7%,-3%,x,x,
O=c1[nH]n(-c2ccc(Cl)cc2)c(=O)c(Cl)c1Cl,1.1%,-7%,6%,6%,63%,
O=C(c1cccc(S(=O)(=O)Nc2ccccc2Cl)c1)N1CCCCCC1,0.1%,-14%,4%,11%,-1%,
COc1ccc(-c2noc(N3CCC(C(=O)NCc4ccccc4Cl)CC3)n2)cc1,1.2%,-6%,-4%,-12%,1%,VEEV TC-83 Vero 10K pilot screen=2.0
O=C(NCCSCc1ccco1)Nc1ccc(Cl)cc1,0.3%,-1%,16%,79%,6%,
CC(C)C(c1nnnn1C(C)(C)C)N1CCN(c2cccc(Cl)c2)CC1 (configuration not stated),1.4%,-1%,-11%,21%,3%,
CCOc1ccc(S(=O)(=O)NCc2ccccc2Cl)cc1C(N)=O,1.3%,-4%,8%,3%,0%,
COC(=O)c1sc(NC(=O)c2ccc(Cn3cc(Cl)cn3)o2)c(C#N)c1C,0.8%,12%,-13%,u,64%,
